# Screening results from PubChem.
# PI4K2A block – qHTS for small molecular inhibitors of PI4K2A | Phosphatidylinositol 4-kinase type 2-alpha (Homo sapiens), Q9BTU6 | purified PI4K2A, ADP-Glo luminescence, 1 h; stronger effect = lower value | activity change, negative = inhibition, % at 76.9 µM | hit rate 0.13% among 420,000 | AID 1346378, 2018; in the data active = activity change below about -50%;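 note: -100% = wells without enzyme as full effect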
# Target sequence (Q9BTU6 whole entry, looked up): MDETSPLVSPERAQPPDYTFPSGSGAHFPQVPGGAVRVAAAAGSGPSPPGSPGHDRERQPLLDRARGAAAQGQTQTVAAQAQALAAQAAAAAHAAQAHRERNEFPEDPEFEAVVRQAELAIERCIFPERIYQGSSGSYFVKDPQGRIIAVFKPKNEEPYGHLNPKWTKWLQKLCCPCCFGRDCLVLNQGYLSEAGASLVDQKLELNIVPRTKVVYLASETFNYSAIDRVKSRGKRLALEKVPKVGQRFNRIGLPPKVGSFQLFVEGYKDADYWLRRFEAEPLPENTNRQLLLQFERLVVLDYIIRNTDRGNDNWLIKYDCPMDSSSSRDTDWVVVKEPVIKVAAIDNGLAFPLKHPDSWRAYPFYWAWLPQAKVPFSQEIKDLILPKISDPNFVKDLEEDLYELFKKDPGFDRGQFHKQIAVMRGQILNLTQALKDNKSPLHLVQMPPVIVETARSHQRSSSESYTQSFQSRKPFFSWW
#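 Compounds are screened against recombinant PI4K2A using PI as substrate and ATP, the latter dispensed at 300 microM. Reactions run one hour at ambient temperature before ADP-Glo detection; full inhibition defined by wells lacking enzyme.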
# GLS inh – qHTS for Inhibitors of Glutaminase (GLS); Glutaminase kidney isoform, mitochondrial (Homo sapiens), O94925; hit rate 0.21% among 410,000; Potency, µM (titrated, usually from 45.5 µM), for inactives: at the highest dose activity change, negative = inhibition, usual class: inhibitors; GLS enzymatic activity, qHTS titration; note: potency is the fitted concentration of half-maximal effect
#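 Read-out is an Amplex red fluorescence increase coupled through glutamate oxidase and HRP, measured before and after 30 min room-temperature incubation. hKGA is in 45 mM KH2PO4 (pH 8.2) with 0.02% Tween-20; glutamine added as 1mM solution.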
# rTrxR1 inhibitor – qHTS Assay for Inhibitors of Mammalian Selenoprotein Thioredoxin Reductase 1 (TrxR1): qHTS. Potency, µM (top dose mostly 114 µM), inactives show top-dose activity change, negative = inhibition, actives largely listed as inhibitors. recombinant rTrxR1, NADPH fluorescence consumption, selenite substrate. Thioredoxin reductase 1, cytoplasmic (Rattus norvegicus), O89049. hit rate 1% among 390,000; note: potency is the fitted concentration of half-maximal effect; nearly all actives have a fitted effect of over 65% in size
#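 Rat TrxR1 (90 nM in the dispensed reagent) was pre-reduced with 400 uM NADPH for 5 min at room temperature, then incubated with compound for 15 min. After 400 uM selenite was added, NADPH fluorescence (Ex 340/Em 450 nm) was followed for 8 min.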
# TrxR1 substrate – qHTS Assay for Substrates of Mammalian Selenoprotein Thioredoxin Reductase 1 (TrxR1): qHTS; Thioredoxin reductase 1, cytoplasmic (Rattus norvegicus), O89049; purified TrxR1 substrate turnover, NADPH consumption readout; Potency, µM (series often up to 114 µM), without a hit: at the top dose activity change, negative = substrate turnover; hit rate 0.01% among 390,000; note: potency is the fitted concentration of half-maximal effect; nearly all actives have a fitted effect of over 50% in size
#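 Rat TrxR1, dispensed at 90 nM, was prereduced with 400 uM NADPH (final) for 5 min at ~22 deg C, then incubated with compound 15 min before 400 uM selenite. A first-read NADPH fluorescence drop versus no-compound background flagged substrates.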
# An asterisk follows results filed as active; nt = no result given; [ ] = dose if it differs, or a comment. Unless noted, calls come from the whole dose curve; as a rule, active = well fitted curve in the direction sought with a large enough effect; inconclusive = small, poorly fitted or top-dose-only effect, or another doubt; inactive = no such curve, though single readings can be large; an effect the other way counts as inactive or inconclusive. Unless noted, % is set by controls: 0 for no effect and ±100 for the full control effect. A portion of the library; the hit share may differ from the screen's.
entry	structure	PI4K2A block	GLS inh
1	C=CCn1c(=O)n(C2OC(CO)C(O)C2O)c2nc(N)[nH]c(=O)c21 (stereo unspecified)	nt	27%
2	CCN(CC)C(=O)Nc1ccc(OC[C@H](O)CNC(C)(C)C)c(C(C)=O)c1	nt	4%
3	CN[C@H]1[C@@H](O)[C@@H](NC)[C@@H]2O[C@@]3(O)C(=O)C[C@@H](C)O[C@H]3O[C@H]2[C@H]1O	nt	-9%[20 µM]
4	CC(=O)OCC(=O)[C@@]1(O)CC[C@@H]2[C@H]3CCC4=CC(=O)C=C[C@]4(C)[C@]3(F)[C@@H](O)C[C@@]21C	nt	1%[20 µM]
5	C=CCN1CC(C(=O)N(CCCN(C)C)C(=O)NCC)CC2c3cccc4[nH]cc(c34)CC21 (stereo unspecified)	nt	44%[activator]
6	Oc1ccc(/C=C\c2cc(O)cc(O)c2)cc1	nt	-15%[20 µM]
7	CC=CC1=C(C(=O)O)N2C(=O)[C@H](NC(=O)[C@H](N)c3ccc(O)cc3)[C@@H]2SC1	nt	24%
8	CC1(C)[C@H](O[C@H]2O[C@H](C(=O)O)[C@@H](O)[C@H](O)[C@H]2O[C@@H]2O[C@H](C(=O)O)[C@@H](O)[C@H](O)[C@H]2O)CC[C@@]2(C)[C@H]1CC[C@]1(C)[C@H]2C(=O)C=C2[C@H]3C[C@@](C)(C(=O)O)CC[C@]3(C)CC[C@]21C	nt	15%

entry	rTrxR1 inhibitor	TrxR1 substrate
1	nt	nt
2	nt	nt
3	nt	nt
4	nt	nt
5	nt	nt
6	nt	nt
7	nt	nt
8	nt	nt

# Continued:
entry	structure	PI4K2A block	GLS inh
9	O=C(c1ccccc1)c1ccc2n1CC[C@H]2C(=O)O	nt	-3%[20 µM]
10	N#Cc1ccc(C(c2ccc(C#N)cc2)n2cncn2)cc1	nt	-10%[20 µM]
11	C(=C1NCCN1)c1cccc2ccccc12	nt	-6%
12	CCCC[C@H](O)c1ccccc1	nt	-2%
13	CN1CCO[C@H](c2ccccc2)c2ccccc2C1	nt	-15%[20 µM]
14	C[C@H](N[C@@H](C)COc1ccccc1)[C@H](O)c1ccc(O)cc1	nt	11%[20 µM]
15	C[C@H](O)CN(C)C	nt	-6%
16	CCCCN(CCCC)CC(O)c1cc(Cl)cc2c1-c1ccc(Cl)cc1C2=Cc1ccc(Cl)cc1 (stereo unspecified)	nt	nt

entry	rTrxR1 inhibitor	TrxR1 substrate
9	nt	nt
10	nt	nt
11	nt	nt
12	nt	nt
13	nt	nt
14	nt	nt
15	nt	nt
16	-7%	7%

# New compounds follow
entry	structure	PI4K2A block	GLS inh
17	Cc1c(C)n(Cc2ccc(-c3ccccc3C(=O)O)cc2)c2ccc(C(=O)N[C@@H](C)c3ccc([N+](=O)[O-])cc3)cc12	-2	nt
18	CCCCC(CC)CNC(=O)CC(C)OC(=O)CCC(=O)O (stereo unspecified)	1	nt
19	CO/N=C(/C(=O)N[C@@H]1C(=O)N2C(C(=O)O)=C(Cn3nnc(C)n3)CS[C@H]12)c1csc(N)n1	-11	nt
20	CCOC(=O)N1CCC(n2c(=O)[nH]c3cc(Cl)ccc32)CC1	4	nt
21	NS(=O)(=O)c1cc2c(cc1Cl)CN(C1CCCCC1)C2=O	1	nt
22	C=CCn1c(=O)n([C@@H]2O[C@H](CO)[C@@H](O)[C@H]2O)c2nc(N)[nH]c(=O)c21	-5	nt
23	CCCCN(CCCC)C(C(N)=O)c1ccc(OC)cc1 (stereo unspecified)	-5	nt
24	Cc1[nH]cnc1-c1ccc(Cl)cc1	2	nt

entry	rTrxR1 inhibitor	TrxR1 substrate
17	nt	nt
18	nt	nt
19	nt	nt
20	nt	nt
21	nt	nt
22	nt	nt
23	nt	nt
24	nt	nt

# Remaining list, next part.
entry	structure	PI4K2A block	GLS inh
25	Cc1cc(O)c(C)c(C)c1O	4	nt
26	O=C(CCCl)NCc1ccccc1	3	nt
27	Cc1cc(=O)oc2cc(O[C@@H]3SC[C@@H](O)[C@H](O)[C@H]3O)ccc12	0	nt
28	CCCCCCCCCCCCCCC[C@H](O)[C@@H](N)CO	1	nt
29	COCCc1ccccn1	1	nt
30	Cn1cc(S(C)=O)c(=O)c2ccc(F)cc21 (stereo unspecified)	-5	-1%
31	CC[C@H](NC(C)C)[C@H](O)c1ccc(O)c2[nH]c(=O)ccc12	0	11%
32	CO/N=C(/C(=O)N[C@@H]1C(=O)N2C(C(=O)[O-])=C(C[n+]3ccn4ncccc43)CS[C@H]12)c1nsc(N)n1	0	-24%

entry	rTrxR1 inhibitor	TrxR1 substrate
25	nt	nt
26	nt	nt
27	nt	nt
28	nt	nt
29	nt	nt
30	nt	nt
31	nt	nt
32	nt	nt

# Some of the entries so far, with bars between the fields.
cpd | Compound | PI4K2A block | GLS inh | rTrxR1 inhibitor | TrxR1 substrate
28 | CCCCCCCCCCCCCCC[C@H](O)[C@@H](N)CO | 1 | nt | nt | nt
29 | COCCc1ccccn1 | 1 | nt | nt | nt
30 | Cn1cc(S(C)=O)c(=O)c2ccc(F)cc21 (stereo unspecified) | -5 | -1% | nt | nt
31 | CC[C@H](NC(C)C)[C@H](O)c1ccc(O)c2[nH]c(=O)ccc12 | 0 | 11% | nt | nt

# Next results.
entry	structure	PI4K2A block	GLS inh
33	CCNC(=O)NCCCOc1cccc(CN2CCCCC2)c1	0	2%
34	N[C@H]1CN(c2c(F)cc3c(=O)c(C(=O)O)cn(C4C[C@@H]4F)c3c2Cl)CC12CC2 (stereo partly specified)	-5	-4%
35	CCn1cc(C(=O)O)c(=O)c2cnc(N3CCNCC3)nc21	-2	-5%[20 µM]
36	Cc1c(Cn2ccnc2)c2ccccc2n1CCC(=O)O	0	-1%
37	CC(C(=O)O)c1ccc2c(c1)CC(=O)c1ccccc1S2 (stereo unspecified)	-2	-3%
38	CCNC(=O)NCc1cccc(Cl)c1	2	0%
39	c1cnc2cc3c(cc2n1)C1CNCC3C1	-1	4%[99.4 µM]
40	CCOC(=O)[C@H](CCc1ccccc1)N[C@H]1CS[C@H](c2cccs2)CN(CC(=O)O)C1=O	0	22%

entry	rTrxR1 inhibitor	TrxR1 substrate
33	nt	nt
34	nt	nt
35	nt	nt
36	nt	nt
37	nt	nt
38	nt	nt
39	nt	nt
40	nt	nt

# Remaining list, next part:
entry	structure	PI4K2A block	GLS inh
41	COc1ccccc1OCC1CNC(=O)O1 (stereo unspecified)	2	-9%
42	CCN(CC)CCNC(C(=O)OCCC(C)C)c1ccccc1 (stereo unspecified)	-3	-4%
43	NC(=O)C1(N2CCCCC2)CCN(CCCC(=O)c2ccc(F)cc2)CC1	-4	0%
44	CCOC(N)=O	2	1%
45	COc1ccc(-c2cc(=S)ss2)cc1	-3	24%
46	CCCOC(=O)c1ccc(N)cc1	3	8%
47	CC(=O)Oc1ccc(C(=C2CCCCC2)c2ccc(OC(C)=O)cc2)cc1	-2	-1%
48	Cc1ccc(S(=O)(=O)NC(=O)NC2CCCCC2)cc1	0	8%
49	O=c1cc(O)c(Cl)c[nH]1	4	8%
50	CC(C)COC(=O)c1ccc(N)cc1	2	0%
51	COc1cc2ncnc(Nc3cccc(Cl)c3)c2cc1OC	-1	nt

entry	rTrxR1 inhibitor	TrxR1 substrate
41	nt	nt
42	nt	nt
43	nt	nt
44	nt	nt
45	nt	nt
46	nt	nt
47	nt	nt
48	nt	nt
49	nt	nt
50	nt	nt
51	19%[57.1 µM]	15%[57.1 µM]

# Another view of part of the listing above.
31	CC[C@H](NC(C)C)[C@H](O)c1ccc(O)c2[nH]c(=O)ccc12
  PI4K2A block: 0; GLS inh: 11%; rTrxR1 inhibitor: nt; TrxR1 substrate: nt

32	CO/N=C(/C(=O)N[C@@H]1C(=O)N2C(C(=O)[O-])=C(C[n+]3ccn4ncccc43)CS[C@H]12)c1nsc(N)n1
  PI4K2A block: 0; GLS inh: -24%; rTrxR1 inhibitor: nt; TrxR1 substrate: nt

# Full records, looked up by structure. Values in the order: PI4K2A block, GLS inh, rTrxR1 inhibitor, TrxR1 substrate
# `COc1ccccc1OCC1CNC(=O)O1` (stereo unspecified) as listed: 2, -9%, nt, nt
# `CCOC(N)=O` as listed: 2, 1%, nt, nt
# `COc1cc2ncnc(Nc3cccc(Cl)c3)c2cc1OC` as listed: -1, nt, 19%[57.1 µM], 15%[57.1 µM]
